APOBEC3G inh – APOBEC3G DNA deaminase inhibitors, primary screen, biochemical, fluorescence, single-stranded DNA substrate, uHTS; DNA dC->dU-editing enzyme APOBEC-3G (Homo sapiens), Q9HC16; recombinant A3G, ssDNA deamination FAM/TAMRA fluorescence; inhibition, % at 20 µM; actives 0.28% (n = 330,000); AID 493012, 2011;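 active = inhibition of at least 40% at 20 µM, with no more than 30% in the related APOBEC3A deaminase screen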;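 note: plate controls were DMSO wells with A3G for no effect and wells lacking A3G enzyme for full effect; some compounds called inactive have numbers as strong as hits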
Target sequence (Q9HC16 whole entry, looked up): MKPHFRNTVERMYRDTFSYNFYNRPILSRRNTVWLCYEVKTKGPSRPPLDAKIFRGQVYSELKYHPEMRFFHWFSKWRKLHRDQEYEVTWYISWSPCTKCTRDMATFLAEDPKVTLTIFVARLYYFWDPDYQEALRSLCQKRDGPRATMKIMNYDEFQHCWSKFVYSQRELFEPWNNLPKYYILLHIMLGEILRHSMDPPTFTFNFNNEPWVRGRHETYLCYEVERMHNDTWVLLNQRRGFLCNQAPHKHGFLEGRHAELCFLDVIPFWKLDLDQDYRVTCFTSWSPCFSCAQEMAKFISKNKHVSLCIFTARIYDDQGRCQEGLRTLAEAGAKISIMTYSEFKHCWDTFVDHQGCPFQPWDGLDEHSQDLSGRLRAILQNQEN
SENP7 block – SENP7 protease inhibitors, primary screen, biochemical, luminescence, uHTS. actives 1.5% (n = 330,000). recombinant SENP7, Z-RLRGG-aminoluciferin luminescence, 40 min. inhibition, % at 5 µM. Sentrin-specific protease 7 (Homo sapiens), Q9BQF6. AID 434973, 2010;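 active = inhibition above about 50% at the single test dose, limit read from the data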;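 note: plate controls were DMSO with enzyme for no effect and no enzyme buffer wells for full effect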
SENP8 block-1 – SENP8 protease inhibitors, primary screen, biochemical, luminescence | purified SENP8, Z-RLRGG-aminoluciferin cleavage | inhibition, % at 10 µM | actives 1.2% (n = 330,000) | AID 2540, 2010; in the data active = inhibition above about 50%
Target sequence (Q96LD8 whole entry, looked up): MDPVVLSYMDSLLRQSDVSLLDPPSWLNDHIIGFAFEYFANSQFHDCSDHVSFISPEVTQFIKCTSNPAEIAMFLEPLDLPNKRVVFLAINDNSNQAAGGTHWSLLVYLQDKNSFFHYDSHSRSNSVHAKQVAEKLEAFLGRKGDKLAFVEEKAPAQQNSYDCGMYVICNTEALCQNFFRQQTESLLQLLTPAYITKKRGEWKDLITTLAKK
UBC13 polyUb – UBC13 polyubiquitin chain formation inhibitors, primary screen, biochemical, TR-FRET, uHTS. Ubiquitin-conjugating enzyme E2 N (Homo sapiens), P61088. inhibition, % at 20 µM. actives 0.47% (n = 330,000). AID 485273, 2010; in the data active = inhibition above about 45%, passing the limit was not always enough; inconclusive = no clear call, values can overlap the other calls
SENP6 inh – SENP6 protease inhibitors, primary screen, biochemical, luminescence, uHTS; Sentrin-specific protease 6 (Homo sapiens), Q9GZR1; Recombinant SENP6 catalytic domain, aminoluciferin luminescence; inhibition, % at 10 µM; actives 1.8% (n = 330,000);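 active = inhibition above about 50% at the single tested dose, limit read from the data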;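 note: plate controls were DMSO wells with enzyme for no effect and DMSO wells lacking enzyme for full effect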
Apaf1 inhib – inhibitors of human Apaf-1 apoptosome, primary screen, biochemical, DEVD-Rh110 fluorescence, uHTS; reconstituted apoptosome caspase-3 activity; actives 0.71% (n = 330,000); inhibition, % at 20 µM; active = inhibition of at least 40% at 20 µM;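 note: plate controls were DMSO wells for no effect and DEVD-CHO caspase inhibitor wells for full effect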
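Material: reconstituted apoptosome with Apaf-1, cytochrome c, caspase-9, procaspase-3, dATP / Buffer or medium: pH 7.5 Hepes buffer with CHAPS, BSA, DTT / Also added: cytochrome c with DEVD-Rh110 / Schedule: compound with Apaf-1, dATP, procaspase-3 30 min, then 50 min reaction, room temperature / Technique: rhodamine 110 fluorescence at Ex 480/Em 540 nm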
SENP8 block-2 – human SENP8 protease inhibitors, primary screen, biochemical, fluorescence, Nedd8 protein substrate, uHTS; Sentrin-specific protease 8 (Homo sapiens), Q96LD8; recombinant SENP8; inhibition, % at 20 µM; actives 0.64% (n = 360,000); AID 602440, 2012; in the data active = inhibition mostly above about 40%, no sharp cut-off; inactive = mostly below about 27%
SENP1 FRET inh – human SENP1 catalytic domain inhibitors, primary screen, biochemical, FRET, uHTS. actives 0.21% (n = 360,000). AID 624204, 2012. recombinant SENP1 catalytic domain, CyPet-SUMO1-YPet FRET cleavage. Sentrin-specific protease 1 (Homo sapiens), Q9P0U3. inhibition, % at 10 µM;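 active = inhibition at least 30% at 10 µM, raw YFP signal under a set limit, fluorescence ratio 0.5 to 1.5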;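 note: 0% = enzyme with DMSO and 100% = no enzyme wells; some results filed as inactive read as strong as hits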
Target sequence (Q9P0U3 419-644 limits assumed): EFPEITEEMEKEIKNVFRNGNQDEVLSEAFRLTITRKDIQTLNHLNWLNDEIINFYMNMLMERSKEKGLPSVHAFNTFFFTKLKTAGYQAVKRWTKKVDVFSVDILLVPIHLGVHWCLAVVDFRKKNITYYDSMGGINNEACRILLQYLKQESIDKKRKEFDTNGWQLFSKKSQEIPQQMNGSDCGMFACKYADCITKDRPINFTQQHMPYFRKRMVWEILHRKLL
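system = hSENP1 catalytic domain, recombinant | reagent = SFCypet-SUMO1-SFYpet substrate at 25 nM | doses = one dose per compound, 10 µM, 0.5% DMSO | incubation = enzyme reaction for 50 min at room temperature, dark | measured by = FRET, CFP and YFP emission | controls = no-enzyme low, enzyme-DMSO high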
Active calls of the source: *; ? = inconclusive; . = no result given. Compounds were not picked by outcome, and some 3.6% of all compounds hit somewhere here.

mol	APOBEC3G inh	SENP7 block	SENP8 block-1	UBC13 polyUb	SENP6 inh	Apaf1 inhib	SENP8 block-2	SENP1 FRET inh
CCOC(=O)c1cnc(SCC(=O)NCc2ccco2)nc1N	0	5	-5	0	-8	4	-10	0
CC(C)c1ccccc1NC(=S)NC(=O)C1CCCCC1	-5	-8	-22	-3	-30	27	3	1
CCOC(=O)N1CCN(S(=O)(=O)c2cc(Cl)ccc2Cl)CC1	-9	5	-12	4	-10	4	18	4
CCCN1C(=O)C2(C(C(=O)c3ccc(C)o3)=C(O)C(=O)N2CCCN2CCOCC2)c2ccccc21 (configuration not stated)	-5	-6	-3	-10	-17	5	-7	-2
Cc1cccc(CNC(=O)C2CCC(=O)N(C3CC3)C2)c1 (configuration not stated)	-8	-4	-2	10	0	-12	4	0
Cc1cc(C(=O)NC(=S)Nc2cccc(C(=O)O)c2C)ccc1[N+](=O)[O-]	21	4	1	1	2	-54	4	0
COc1ccccc1CNC(=O)c1cc(-c2ccccc2)n(Cc2cc(C)no2)n1	6	4	-2	3	-5	10	15	2
NS(=O)(=O)c1cc(C(=O)N2CCNC(=O)C2)ccc1Cl	1	-6	-10	-6	-3	7	1	-6
Cc1ccc(Cl)cc1Nc1nc(-c2cccnc2)cs1	-5	15	-16	0	-7	21	30	0
Cc1ccc(C(=O)N/N=C\c2ccc(-c3ccc([N+](=O)[O-])cc3)o2)cn1	-4	0	-1	-19	-12	-17	-149	-36
CCN(CC)S(=O)(=O)c1ccc(N2CCOCC2)c(NC(=O)c2ccc(OC)c([N+](=O)[O-])c2)c1	-1	2	-3	-8	-6	12	12	2
O=C(CCN1CCCC1=O)NC1CCCc2c1cnn2-c1ccc(F)cc1F (configuration not stated)	-2	2	9	0	-6	4	-14	-4
C=CCn1c(=O)c(C(=O)NCc2ccc(Cl)cc2)c(O)c2ccccc21	-7	-3	4	19	9	4	-12	2
CCN(CC)CC(=O)Nc1sc2c(c1C(=O)c1ccccc1OC)CCC2	-4	-2	-9	-7	-17	18	12	0
O=C1CCCN1CC(O)CS(=O)(=O)Cc1ccc(Cl)cc1Cl (configuration not stated)	-11	-8	-7	1	-11	-1	4	2
O=C(/C=C/c1cccc([N+](=O)[O-])c1)Nc1cccc(NC(=O)c2cccs2)c1	2	2	2	-10	19	5	18	0
Cc1ccc2nc(-c3ccc(NC(=O)CSc4ccccc4)cc3)[nH]c2c1	-4	-6	-3	-8	-4	-33	-92	-1
O=C(Nc1nccs1)C1CCN(S(=O)(=O)c2ccc3c(c2)OCCCO3)CC1	-2	4	3	-4	-2	-21	5	0
Cc1ccc(S(=O)(=O)NC(=O)C2CCCCC2)cc1	-6	-1	1	-7	8	-4	8	1
CC(=O)Nc1ccc(S(=O)(=O)Nc2ccc(C(=O)NCC(=O)O)cc2)cc1	-4	4	0	11	-9	-19	31	1
Cc1ccccc1NC(=O)CSc1nc2scc(C)c2c(=O)[nH]1	-5	1	3	0	-7	3	6	2
O=C(NCCc1ccccc1)c1ccco1	-2	8	-2	0	16	5	5	-1
CCN(CC(=O)Nc1c(F)cccc1F)C(=O)Cn1c(=O)cnc2ccccc21	-9	-4	4	22	-7	8	-2	1
COc1ccc(S(=O)(=O)NC2(C(F)(F)F)N=C3SCCN3C2=O)cc1 (configuration not stated)	-4	0	-2	2	-18	-8	11	2
COc1ccc(OC)c(NC(=O)COC(=O)COc2ccc(Nc3ccccc3)cc2)c1	-8	-1	-11	-19	-9	11	-3	-3
CCOC(=O)C1CCCN(C(c2ccccn2)c2c(C)[nH]c3ccccc23)C1 (configuration not stated)	-7	0	0	4	-8	3	0	-1
O=C(COC(=O)c1cc(S(=O)(=O)NCc2ccccc2)ccc1O)c1cc2ccccc2o1	-1	2	-2	-2	-8	-2	-6	-4
CC(NC(=O)Cc1ccc(Br)cc1)c1ccccc1 (configuration not stated)	-5	0	0	5	15	-5	26	2
CC1=CC2=NC(=O)CC(C)(C(=O)N(CC(=O)NC(C)(C)C)C3CCCC3)N2C=C1 (configuration not stated)	-5	-2	1	15	9	-16	-92	1
O=C(c1cccc(C(F)(F)F)c1)c1c[nH]c(C(=O)NCCCN2CCOCC2)c1	-4	-10	-9	2	-6	10	6	3
COC(=O)C(NC(=O)c1ccccc1)c1ccccc1 (configuration not stated)	-2	6	9	1	-12	4	5	1
Cc1sc2nc(SCC(=O)c3cccs3)n(Cc3ccco3)c(=O)c2c1C	1	15	4	-11	-2	14	7	1
Cc1ccccc1OCC(O)CN1CCN(c2ccccn2)CC1 (configuration not stated)	-1	-11	-5	1	2	5	12	1
O=C(CN1C2=NCCN2c2ccccc21)c1cccs1	-8	-7	-4	13	-4	-14	4	0
Fc1ccccc1NC(=S)NCCc1ccc(Cl)cc1	-6	-5	2	10	3	2	2	3
CCC(=O)Nc1cccc(NC(=S)NC(=O)c2ccc(Cl)cc2)c1	-4	-18	-7	-12	-23	6	2	0
C=CCn1c(SCC(=O)Nc2ccc(C(=O)O)cc2)nc2scc(-c3ccccc3)c2c1=O	-4	-2	6	-16	4	0	19	1
Nc1c(C(=O)NCCc2ccccc2)sc2nc(N3CCOCC3)c3c(c12)CCCC3	-4	-8	-2	?	-14	10	-410	-35
Cc1cc2nnc(SC(C)C)n2c2ccccc12	-10	2	7	9	-15	-4	-420	-2
Cc1cccc(OCC(=O)Nc2ccc(C(=O)O)cc2NC(=O)COc2cccc(C)c2)c1	1	-4	3	-10	11	7	7	3
O=S(=O)(c1ccccc1F)N1CCN(c2nc3ccccc3s2)CC1	-4	1	-3	2	-11	-4	1	1
CC(C)(C)[C@H]1C=C(C(=O)N2CCOCC2)O[C@@H](OCCCCO)C1	-7	1	-3	8	-9	-5	8	1
COC(=O)Nc1cc(C(F)(F)F)ccc1N1CCN(c2ccccc2)CC1	-7	14	-10	-11	-20	2	18	0
Cc1ccc(NC(=O)/C=C/c2ccc(Cl)cc2)nc1	-5	2	-7	4	0	4	-4	2
O=C1CCCC2(O)C1C(c1cccc(Br)c1)NC(=O)N2Cc1ccccc1 (configuration not stated)	3	8	-6	-8	-13	1	15	0
CCOC(=O)C(CCC(C)=O)C(=O)c1ccccc1 (configuration not stated)	-1	12	-9	-10	-9	-5	23	1
CN(C)/C=N/c1ncc(C(=O)OC(C)(C)C)s1	-5	-1	12	-12	-2	-4	-3	1
COc1ccc(Oc2cnc3ccccc3n2)cc1	-2	4	-3	6	-11	-5	6	4
Cc1occc1C(=O)Nc1ccc(Br)cc1F	-1	44	14	6	56*	0	18	-1
CSc1nc(Oc2ccc3ccccc3c2)c2ccccc2n1	-5	4	0	3	-17	17	-42	0
Cc1cccc(N/C(=N/S(=O)(=O)c2ccccc2)c2ccccc2)n1	-4	-5	-2	3	-6	13	0	-2
COc1ccccc1NC(=O)Nc1nnc(-c2ccco2)s1	-5	-16	-6	0	-6	8	.	.
Cc1cc(Cl)ccc1C(=O)C1CCCN(C(=O)c2nonc2C)C1 (configuration not stated)	-8	-2	-4	2	9	15	31	-1
CC(C1CC1)N(C(=O)NC1CCS(=O)(=O)C1)c1ccccc1 (configuration not stated)	-6	3	-6	8	-14	-12	15	3
COc1ccc(-c2nn(-c3ccccc3F)cc2CNCCn2nc(C)cc2C)cc1	-3	10	-1	5	-7	6	4	1
CCOC(=O)c1cc(CC)sc1NC(=O)CC1Sc2ccc(C(F)(F)F)cc2NC1=O (configuration not stated)	-2	0	-9	-7	-25	5	-2	3
Cc1nn(-c2ccccc2)c(C)c1NC(=O)COC(=O)c1ccc(NC(=O)CC#N)cc1	-10	1	3	2	-3	-3	-31	-16
CCN1CCCC(OC(=O)c2cc(-c3ccc(C)cc3)nc3ccccc23)C1 (configuration not stated)	-2	-9	-12	18	-9	5	-310	2
CNC(=O)C1CC(=O)N(CCc2ccc(C)cc2)C1 (configuration not stated)	-4	-4	-5	1	-23	-4	14	1
O=C(CC1(c2ccc(Cl)cc2)C2CC3CC(C2)CC1C3)NCCO (configuration not stated)	-1	-6	9	11	10	5	23	1

Following part:
mol	APOBEC3G inh	SENP7 block	SENP8 block-1	UBC13 polyUb	SENP6 inh	Apaf1 inhib	SENP8 block-2	SENP1 FRET inh
COc1ccc(NC(=S)NN2C(C)CCCC2C)cc1 (configuration not stated)	-2	-1	-5	4	-16	-11	5	-1
O=C(NN1CCOCC1)c1ccco1	1	-3	1	9	-11	-10	3	3
CSc1ncccc1C(=O)Nc1nccs1	-2	7	2	-2	11	1	13	0
COc1ccc(-c2noc(CSc3nc4sc(C)c(C)c4c(=O)n3-c3ccccc3)n2)cc1	-5	2	3	-13	-2	-1	8	2

Screening results from PubChem BioAssay.
